IDE act: IDE (human) activation, cell-based; P14735; HEK cells, FAbeta-B cleavage, fluorescence polarization; 0% vehicle, 100% cell-free pure enzyme wells; activation, % at 5.96 µM; 0.073% of 340,000 active; AID 493087;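 active = activation above the mean of all tested compounds plus 3 SD, set per screening campaign, cut at about 17% in these data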
Target sequence (P14735 whole entry, looked up): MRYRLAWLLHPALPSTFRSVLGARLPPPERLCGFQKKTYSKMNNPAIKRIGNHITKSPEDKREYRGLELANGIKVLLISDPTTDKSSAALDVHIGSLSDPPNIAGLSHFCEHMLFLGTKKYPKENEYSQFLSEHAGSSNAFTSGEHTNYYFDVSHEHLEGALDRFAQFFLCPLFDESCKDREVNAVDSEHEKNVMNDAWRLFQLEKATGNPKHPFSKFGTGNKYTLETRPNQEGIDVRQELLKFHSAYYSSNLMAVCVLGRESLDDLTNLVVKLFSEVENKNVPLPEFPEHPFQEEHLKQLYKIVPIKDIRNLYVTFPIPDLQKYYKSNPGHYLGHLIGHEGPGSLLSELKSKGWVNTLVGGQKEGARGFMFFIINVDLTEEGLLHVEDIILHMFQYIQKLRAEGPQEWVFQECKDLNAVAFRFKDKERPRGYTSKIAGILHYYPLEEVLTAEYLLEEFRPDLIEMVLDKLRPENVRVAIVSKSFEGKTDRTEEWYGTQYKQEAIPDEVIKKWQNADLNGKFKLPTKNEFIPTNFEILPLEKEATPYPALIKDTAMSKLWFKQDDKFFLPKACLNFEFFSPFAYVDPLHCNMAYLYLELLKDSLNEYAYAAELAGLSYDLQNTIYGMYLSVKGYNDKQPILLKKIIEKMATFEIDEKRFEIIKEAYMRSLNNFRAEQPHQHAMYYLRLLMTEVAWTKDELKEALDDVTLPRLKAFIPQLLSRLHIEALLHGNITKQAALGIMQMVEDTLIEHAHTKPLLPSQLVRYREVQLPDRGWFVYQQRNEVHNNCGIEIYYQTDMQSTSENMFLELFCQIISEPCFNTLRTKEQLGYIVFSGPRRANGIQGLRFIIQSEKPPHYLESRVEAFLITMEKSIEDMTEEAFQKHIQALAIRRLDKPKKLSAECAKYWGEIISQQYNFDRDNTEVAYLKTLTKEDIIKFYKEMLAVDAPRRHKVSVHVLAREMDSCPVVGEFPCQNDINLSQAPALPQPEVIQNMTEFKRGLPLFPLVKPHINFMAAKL
* marks the source's active call; other numbers are inactive results; & = joins results of further samples. Only part of the results is shown; the hit share may differ from the screen's.

For CCN(C[C@H]1N[C@@](Cc2ccccc2)(C(=O)OC)[C@H]2C(=O)N(C)C(=O)[C@@H]12)C(=O)c1ccc(F)cc1 the results were IDE act 4.
`Cc1ccc(CNC(=O)c2ccc(N3CCC4(CC3)CC(c3cccc(Br)c3)=NO4)c([N+](=O)[O-])c2)cc1` gave IDE act 4.
O=S(=O)(c1c(Cl)cc(Br)cc1Cl)N1CCN(C(=S)NC2CC2)CC1 was read as IDE act 6.
Screening CCc1cc(C(=O)Nc2nc(-c3ccccn3)cs2)sc1C returned IDE act -6.
For C/C(=N\NC(=O)C1CC1)c1ccc(C)cc1C the results were IDE act 1.
CC(C)(C)S(=O)N1Cc2cc(=O)n(Cc3ccccc3)cc2[C@H]1CCO (some centres not stated) was read as IDE act -2.
`CCC1Nc2ncnc(N3CCN(c4ccccc4)CC3)c2N(Cc2ccccc2)C1=O` (configuration not stated) gave IDE act 6.
Screening CC1Cc2ccccc2N1C(=O)CSc1nncs1 (configuration not stated) returned IDE act 5.
For O=C(C[C@@H]1C/C=C\CC[C@H](Cc2ccc(F)cc2)C(=O)OC[C@@H]2CCCN2C1=O)N[C@H](CO)Cc1ccccc1 the results were IDE act 3.
`COc1ccc(NC(=O)CSCC(=O)Nc2ccccc2N2CCCC2)cc1` gave IDE act 7.
For Cc1nn(C)c(=S)[nH]c1=S the results were IDE act 0.
For CC(NC(=O)c1cccs1)c1ccc(Br)cc1 (configuration not stated) the results were IDE act 3.
Screening COc1ccccc1-c1cccc([C@@H]2C[C@H]3[C@@H](CN2)CON3C)c1 returned IDE act 3.
For O=C(Nc1nc(-c2ccc(Cl)cc2)cs1)C1=COCCO1 the results were IDE act 7.
For COc1ccc(S(=O)(=O)N2CCOCC2)cc1NC(=O)CN1C(=O)NC2(CCCC2)C1=O the results were IDE act 1.
Screening CCOC(=O)c1c(C)[nH]c(C)c1C(=O)COC(=O)c1cccnc1SC returned IDE act 5.
Screening COc1ccc(C)cc1NC(=O)C1CC(=O)N(CCc2ccc(F)cc2)C1 (configuration not stated) returned IDE act 7.
CCC(=O)c1cn([C@H](CCC(OC)OC)CC(=O)OC(C)(C)C)cc1CC was read as IDE act 7.
For O=C(CN1CCN(CN2C(=O)NC3(CCCCCC3)C2=O)CC1)Nc1cccc(F)c1 the results were IDE act 0.
Screening O=C(OCC(=O)N1CCN(S(=O)(=O)c2ccc(Cl)cc2)CC1)c1cc(Br)ccc1O returned IDE act -1.

Next part, overlapping the part above by three compounds.
CCC(=O)c1cn([C@H](CCC(OC)OC)CC(=O)OC(C)(C)C)cc1CC was read as IDE act 7.
For O=C(CN1CCN(CN2C(=O)NC3(CCCCCC3)C2=O)CC1)Nc1cccc(F)c1 the results were IDE act 0.
Screening O=C(OCC(=O)N1CCN(S(=O)(=O)c2ccc(Cl)cc2)CC1)c1cc(Br)ccc1O returned IDE act -1.
`COc1ccccc1NC(=O)CSc1nnc2ccccn12` gave IDE act 0.
Screening COc1ccc2[nH]c3c(c2c1)CCN1C(=O)C(CC(=O)NCCCN(C)C)C[C@H](C(=O)N2CCCCC2)[C@@]31CCc1ccccc1 (some centres not stated) returned IDE act 2.
Screening COc1ccc(NC(=O)CN(C)C(=O)c2cn(-c3ccccc3)nc2-c2cccs2)cc1 returned IDE act 2.
For Cc1cnc(C(=O)OCC(=O)c2ccc(F)c(F)c2)cn1 the results were IDE act 4.
CN1CCN(c2ccc(S(=O)(=O)N3CCCCC3)cc2NC(=O)/C=C/c2ccc(Cl)c([N+](=O)[O-])c2)CC1 was read as IDE act 4.
Screening NS(=O)(=O)c1cccc(NC(=O)COC(=O)Cc2ccc(S(=O)(=O)N3CCOCC3)s2)c1 returned IDE act 0.
`CC(C)NC(=O)Nc1cccc2c1O[C@H](CN(C)S(=O)(=O)c1ccccc1)[C@@H](C)CN([C@H](C)CO)C2=O` gave IDE act -2.
O=C(COC(=O)CCSc1ccc(F)cc1)NCc1ccc(F)cc1 was read as IDE act 16.
For NC(=O)c1ccc(OCc2ccccc2)nc1 the results were IDE act 0.
`CC(C)(C)OC(=O)C[C@@H]1C/C=C\C[C@H](CC(=O)NCCO)C(=O)NC[C@H](c2ccccc2)OC1=O` gave IDE act 7.
Screening NS(=O)(=O)c1cccc(NC(=O)CN2C(=O)C(=O)N(Cc3ccccc3)C2=O)c1 returned IDE act 2.
Screening COc1ccc(OC)c(-c2nnc3n2N=C(c2ccc(OC(F)F)c(OCC4CC4)c2)CS3)c1 returned IDE act 2.
Screening Nc1cc(N)nc(SCC(=O)NCCC2=CCCCC2)n1 returned IDE act 3.
For CCN(C[C@H]1N[C@@](CC)(C(=O)OC)[C@H]2C(=O)N(C)C(=O)[C@@H]12)C(=O)Nc1ccccc1 the results were IDE act -1.
`O=C(CS(=O)(=O)c1ccc(F)cc1)N1CCN(c2ccccc2)CC1` gave IDE act -1.
Screening COc1cccc(CN(C)C(=O)c2ccc(NC(=O)CC3SC(N4CCCC4)=NC3=O)cc2)c1OC (configuration not stated) returned IDE act -1.
For CC(OC(=O)CN1C(=O)NC2(CCCC2)C1=O)C(=O)c1ccccc1 (configuration not stated) the results were IDE act 0.
COCCn1c(C)cc(C(=O)CN2c3cccc4cccc(c34)S2(=O)=O)c1C was read as IDE act 1.
Oc1cc(O)c2c(c1)OC(c1ccc(O)c(O)c1)C(O)C2 (configuration not stated) was read as IDE act 7.
CCC1(c2ccccc2)NC(=O)N(CC(=O)N(CC(=O)Nc2ccccc2C(F)(F)F)Cc2ccco2)C1=O (configuration not stated) was read as IDE act -5.
Cc1ccc(C2(SCC(N)C(=O)O)c3ccccc3-c3ccccc32)cc1 (configuration not stated) was read as IDE act -2.
COc1ccc(CC(=O)Nc2ccc(C)cc2O)cc1S(=O)(=O)N1CCOCC1 was read as IDE act 2.
`O=C(CCNC(=O)c1ccc(Br)cc1)NCc1ccccn1` gave IDE act -3.
For COc1cccc(-c2c(-c3cc(OC)cc(OC)c3)n(C)c3ccc(-c4ccc5cc[nH]c5c4)cc23)c1 the results were IDE act 4.
`COc1ccccc1CNC(=O)CSC(=S)N1CCCC1` gave IDE act 6.
`C[C@]12c3[nH]c4cc(-c5ccco5)ccc4c3CCN1C(=O)[C@@H](CC(=O)NCc1ccco1)C[C@@H]2C(=O)N1CCCCC1` gave IDE act 5.
CC[C@H](C)[C@H]1CNC(=S)N1CC1CCN(CCC(C)(C)C)CC1 was read as IDE act 3.
`CCCn1c(N)c(C(=O)COC(=O)CNC(=O)c2ccccc2OCC)c(=O)[nH]c1=O` gave IDE act 2.
For CC(=O)Nc1cccc(-c2cnc(N)c(C(=O)c3cccnc3)n2)c1 the results were IDE act 5.
Screening Cc1ccc(C2(C)NC(=O)N(CC(=O)NNC(=O)c3ccccc3)C2=O)cc1 (configuration not stated) returned IDE act 3.
Screening Cc1sc2ncnc(N3CCC(C(=O)Nc4ccc(S(N)(=O)=O)cc4)CC3)c2c1C returned IDE act -5.
`Cc1cnc(C(=O)N2CCN(S(=O)(=O)c3cccc(Br)c3)CC2)cn1` gave IDE act -1.
Screening COc1cc2c(cc1OC)CN(CC(=O)Nc1ccccc1C(=O)NC1CC1)CC2 returned IDE act 6.
For COc1ccc(C(C)=O)cc1COC(=O)CSC(C)C(=O)Nc1cc(C)on1 (configuration not stated) the results were IDE act 3.
`COc1ccc(-c2sc3cc4c(cc3c2C#CC2(O)CCCCC2)OCO4)cc1` gave IDE act 9.
`COc1cc(C2c3c(c(C)c(C)oc3=O)Oc3c(C)c(C)oc(=O)c32)ccc1OS(=O)(=O)c1ccc(C)cc1` gave IDE act 3.
Screening CN(CCc1ccccc1)C(=O)c1cccc(NC(=O)Cc2cccc(NC(=O)C3CCCN(C(=O)C4CCCCC4)C3)c2)c1 (configuration not stated) returned IDE act 1.
C[C@H](NC(=O)c1ccco1)C(=O)NC1CCCCCC1 was read as IDE act 2.
CN1CCCN(C(=O)CNC(=O)c2ccccc2F)CC1 was read as IDE act -2.
OC1C(O)C(O)C(O)C(O)C1O (configuration not stated) was read as IDE act 2&3&7.
For O=C(CN(Cc1ccco1)C(=O)c1ccccc1F)Nc1ccccc1C(F)(F)F the results were IDE act 2.
`Cc1ccc(S(=O)(=O)N2CCOCC2)cc1C(=O)N1CCN(S(=O)(=O)c2ccccc2F)CC1` gave IDE act 4.
For COc1cc(OC)cc(C(=O)NNC(=O)CCNS(=O)(=O)c2ccc(C)c(C)c2)c1 the results were IDE act -1.
Cc1c(Cl)cnc(NC(=O)COC(=O)C2CCCC2)c1Cl was read as IDE act -2.
Screening Cc1cc(C)c(C#N)c(SCC(=O)N(CCC#N)c2ccc3c(c2)OCCO3)n1 returned IDE act 0.
Screening CC(OC(=O)c1cc(=O)[nH]c2ccccc12)C(=O)Nc1ccccc1F (configuration not stated) returned IDE act 11.
For Cc1ccc(C(=O)OCC(=O)NC(C)C2CC3CCC2C3)cc1N (configuration not stated) the results were IDE act 4.
Screening CCOC(=O)Nc1ccc2c(CN3CCN(S(=O)(=O)c4ccccc4F)CC3)cc(=O)oc2c1 returned IDE act -3.
For O=C(O)c1ccccc1NS(=O)(=O)c1cccc(NS(=O)(=O)c2cc(Br)ccc2Br)c1 the results were IDE act -4.
COc1ccc(NC(=O)CNCc2ccc(Cl)cc2)cc1S(=O)(=O)N1CCOCC1 was read as IDE act 3.
Screening C=CCC[C@H](Cc1ccc(F)cc1)C(=O)OC[C@@H](Cc1c[nH]c2ccccc12)NC(=O)[C@@H](CC=C)CC(=O)N[C@H](CO)Cc1ccccc1 returned IDE act 6.
For O=C(NCC1CCCO1)c1cn(Cc2ccccc2)nc1-c1ccc(Cl)cc1 (configuration not stated) the results were IDE act 2.
`CC[C@@]12C(=O)N(c3ccc(C)cc3)C(=O)N1[C@H](c1cccc(C)c1)[C@@H]1C(=O)N(Cc3ccccc3)C(=O)[C@@H]12` gave IDE act -2.
For COC(=O)C1(C)NCCc2c1[nH]c1ccccc21 (configuration not stated) the results were IDE act 6.
For COc1c(NC(C)=O)c2c(c([N+](=O)[O-])c1OC)C(=O)OC2 the results were IDE act -4.
Screening CCOc1ccc(NC(=O)CN(C)C(=O)C2CC2C)cc1OCC (configuration not stated) returned IDE act -5.
For CCN(CC(=O)Nc1ccc(OC)cc1)C(=O)c1ccc2c(c1)NC(=O)CS2 the results were IDE act 2.
For CC(OC(=O)C1CC2CCCC(C1)C2=O)C(=O)Nc1cccc([N+](=O)[O-])c1 (configuration not stated) the results were IDE act 2.
`COc1cccc(NC(=O)COC(=O)c2ccccc2SCC(=O)N2CCCC2)c1` gave IDE act 5.
`Oc1ccc(C[C@H]2CNCCN2CC2(c3ccccc3)CC2)cc1` gave IDE act 5.
For O=C(NNC(=O)c1ccncc1)Nc1cc(Cl)ccc1Cl the results were IDE act 2.
`CN(C)CC/C=C1\c2cc(Cl)ccc2Sc2cc(F)c(F)cc21` gave IDE act 1.
For O=C(CNS(=O)(=O)c1ccccc1)N1CCN(C(=O)c2ccco2)CC1 the results were IDE act 3.
`Cc1noc(C)c1CSCC(=O)Nc1cc(C(F)(F)F)ccc1N1CCOCC1` gave IDE act 4.
COC1=NC2=NCCN2C(OC)=N1 was read as IDE act -2.
Screening CCN(C(=O)COC(=O)CSc1ccccc1)c1c(N)n(Cc2ccccc2)c(=O)[nH]c1=O returned IDE act 4.
CSCCC(NC(=O)c1ccco1)C(=O)NCC1CCCCC1 (configuration not stated) was read as IDE act 3.
For C[C@@]12C(=O)N(Cc3ccccc3)CC(=O)N1[C@H]1c3cc(Cl)ccc3OC[C@@H]1[C@@H]2c1ccccc1 the results were IDE act 1.
Screening CC(=O)Nc1cc(=O)c2cccnc2[nH]1 returned IDE act -4.
NC(CSC1(c2ccccc2)c2ccccc2-c2ccccc21)C(=O)O (configuration not stated) was read as IDE act 7.
O=C(NN=Cc1cccc([N+](=O)[O-])c1)c1cccc2ccccc12 was read as IDE act 4.
For Cc1ccc(NC(=O)COC(=O)[C@@H]2CC(O)CN2S(=O)(=O)c2ccc3c(c2)OCCO3)cc1 (some centres not stated) the results were IDE act 3.
Screening CC(=O)c1ccc(-c2cccc(-c3cc(=O)oc4ccc(C(C)(C)C)cc34)c2)cc1 returned IDE act 6.
Screening Cc1ccccc1NC(=O)Cc1nc(COC(=O)c2ccc([N+](=O)[O-])cc2)cs1 returned IDE act 0.
CN(C)CCOC1(Cc2ccc(F)cc2)CCC(C(C)(C)C)CC1 (configuration not stated) was read as IDE act 0.
Cc1ccccc1OCC(=O)OCC(=O)NC1CCCCCC1 was read as IDE act 1.
CCN(C[C@H]1N[C@@](CC)(C(=O)OC)[C@H]2C(=O)N(Cc3ccccc3)C(=O)[C@@H]12)S(=O)(=O)c1ccc(C)cc1 was read as IDE act -1.
Cc1ccc(NC(=O)c2ccc(S(=O)(=O)N3CCCCCC3)cc2)nc1 was read as IDE act 0.
Screening Cc1ccc(S(=O)(=O)N(C)C)cc1NC(=O)COC(=O)C1CCCC1 returned IDE act -4.

Filtered by structure: those above with a Cl atom (10)
O=S(=O)(c1c(Cl)cc(Br)cc1Cl)N1CCN(C(=S)NC2CC2)CC1 was read as IDE act 6.
For O=C(Nc1nc(-c2ccc(Cl)cc2)cs1)C1=COCCO1 the results were IDE act 7.
Screening O=C(OCC(=O)N1CCN(S(=O)(=O)c2ccc(Cl)cc2)CC1)c1cc(Br)ccc1O returned IDE act -1.
CN1CCN(c2ccc(S(=O)(=O)N3CCCCC3)cc2NC(=O)/C=C/c2ccc(Cl)c([N+](=O)[O-])c2)CC1 was read as IDE act 4.
Cc1c(Cl)cnc(NC(=O)COC(=O)C2CCCC2)c1Cl was read as IDE act -2.
COc1ccc(NC(=O)CNCc2ccc(Cl)cc2)cc1S(=O)(=O)N1CCOCC1 was read as IDE act 3.
For O=C(NCC1CCCO1)c1cn(Cc2ccccc2)nc1-c1ccc(Cl)cc1 (configuration not stated) the results were IDE act 2.
For O=C(NNC(=O)c1ccncc1)Nc1cc(Cl)ccc1Cl the results were IDE act 2.
`CN(C)CC/C=C1\c2cc(Cl)ccc2Sc2cc(F)c(F)cc21` gave IDE act 1.
For C[C@@]12C(=O)N(Cc3ccccc3)CC(=O)N1[C@H]1c3cc(Cl)ccc3OC[C@@H]1[C@@H]2c1ccccc1 the results were IDE act 1.

Source: PubChem BioAssay
